# ERa coact pot = enhances coactivator binding to human estrogen receptor alpha; P03372; TR-FRET ERalpha-LBD/SRC-Cy5 coactivator binding, 2 h; 100 = basal binding, no effect; coactivator binding (% of control), % at 25.6 µM; 86,000 tested, 1.3% active; in the data active = activity above about 200%;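 also: binding measured in presence of low estradiol as agonist stimulus; 0% = peptide alone without receptor and 100% = receptor with peptide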
# CD11b adhes enh = CD11b/CD18-fibrinogen binding enhancement; P05107+P11215; K562 CD11b/CD18 adhesion to fibrinogen, ATPlite luminescence; activation, % at 10 µM; 93,000 tested, 0.07% active; AID 1499;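 active = 10 µM primary screen giving 50% or more activity, confirmed by 40% or more on retest at that dose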; also: strong numbers were not always called active
# Target sequence (P05107 whole entry, looked up, other chains not shown): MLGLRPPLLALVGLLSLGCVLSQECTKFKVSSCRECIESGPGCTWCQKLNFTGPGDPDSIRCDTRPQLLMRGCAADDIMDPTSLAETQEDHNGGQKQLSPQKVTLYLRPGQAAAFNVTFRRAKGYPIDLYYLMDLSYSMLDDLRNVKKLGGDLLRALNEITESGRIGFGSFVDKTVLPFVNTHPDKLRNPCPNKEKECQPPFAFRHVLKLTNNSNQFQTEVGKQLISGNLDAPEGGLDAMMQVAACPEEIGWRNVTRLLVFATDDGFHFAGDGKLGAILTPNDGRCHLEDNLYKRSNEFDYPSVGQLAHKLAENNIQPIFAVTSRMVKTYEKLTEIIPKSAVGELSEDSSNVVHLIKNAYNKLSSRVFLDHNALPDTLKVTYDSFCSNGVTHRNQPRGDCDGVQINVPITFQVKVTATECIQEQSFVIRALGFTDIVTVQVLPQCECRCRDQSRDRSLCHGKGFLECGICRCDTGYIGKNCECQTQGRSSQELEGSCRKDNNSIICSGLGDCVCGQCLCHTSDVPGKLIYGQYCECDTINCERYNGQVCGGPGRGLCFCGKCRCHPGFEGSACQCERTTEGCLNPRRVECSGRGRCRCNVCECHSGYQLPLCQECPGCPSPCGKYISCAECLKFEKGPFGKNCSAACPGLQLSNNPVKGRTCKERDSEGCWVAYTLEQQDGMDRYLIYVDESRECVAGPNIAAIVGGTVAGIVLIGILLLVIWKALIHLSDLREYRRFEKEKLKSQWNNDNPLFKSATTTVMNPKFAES
# Lung fibro prol = blocks proliferation of human lung fibroblasts | LL 47 human lung fibroblast viability, ATP luminescence; hits give low values | viability, % at 10 µM | 85,000 tested, 1.1% active | AID 719;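 active = viability at or below 50% in the single dose screen; inactive = viability above 50%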;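 also: compound exposure lasted 72 h before the ATP readout; 100% = median luminescence of untreated cell-only wells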
#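 Assay system: human lung fibroblast line LL 47, low passage. Input: 1,150 fibroblasts seeded per well. Times: overnight cell rest, 72 h compound treatment at 37 °C. Evaluation: % viability of median cell-only signal. Technique: luminescent ATP detection, CellTiter-Glo. Control set: cell-only wells, no compound.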
# H69AR inhibit = growth inhibitors of human H69AR lung tumor cells; H69AR lung tumor viability, ATP luminescence, 72 h; hits give low values; viability, % at 10 µM; 85,000 tested, 6% active; AID 598;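 active = viability at or below 40%; inactive = viability above 40%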;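 also: multidrug resistant small cell line overexpressing MRP-1 efflux transporter; 100% = mean luminescence of untreated control wells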
# HUVEC inhibit = inhibitors of human endothelial cell proliferation; HUVEC proliferation, CellTiter-Glo luminescence, 72 h; hits give low values; 86,000 tested, 1.1% active; viability, % at 10 µM (by protocol);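 active = viability at or below 30%; inactive = viability above 30%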;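 also: 100% = median luminescence of DMSO-only cell control wells on each plate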
# CYP2C19 activ = activators of human cytochrome P450 2C19. P33261. recombinant CYP2C19, luciferin-H EGE luminescence; hits give high values; 0 = fully inhibited enzyme, 1 = untreated enzyme. activation factor at 5 µM. 96,000 tested, under 10 active. AID 1025;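 active = activation factor of at least 2 at 5 µM in the primary screen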;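 also: 0 = wells with 2.5 mM tranylcypromine and 1 = vehicle-only wells; values of inactives mirror those of a sister screen read the other way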
# CYP2C19 inhib = blocks human cytochrome P450 2C19. P33261. CYP2C19 Supersomes, luciferin-H EGE luminescence, 30 min. inhibition, % at 5 µM. 96,000 tested, 21% active. AID 778;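 active = CYP2C19 inhibition above a set limit at 5 µM in the primary screen, cut at about 50% in these data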;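 also: plate controls were negative control wells for no effect and 2.5 mM tranylcypromine positive control for full effect; values of inactives mirror those of a sister screen read the other way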
# ERa coact inh = blocks coactivator binding to human estrogen receptor alpha; inhibition, % at 25.6 µM; 86,000 tested, 1.7% active; TR-FRET ER-alpha LBD / SRC-1 peptide, estradiol-bound; in the data active = inhibition above about 50%;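 also: 0% = receptor plus peptide control and 100% = peptide only without receptor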
# Mac1 fbg inh = inhibitors of human CD11b/CD18 binding to fibrinogen; K562 CD11b/CD18 adhesion to fibrinogen, ATPlite luminescence; Mn2+ added to activate the integrin; AID 1497; inhibition, % at 10 µM; P05107+P11215; 93,000 tested, 0.54% active;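 active = primary inhibition of 50% or more at 10 µM, then 40% or more on retest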; also: some results filed as inactive read as strong as hits
# * marks the source's active call; other numbers are inactive results; nt = no result given; [ ] = dose if it differs, or a comment. Not a hit list; any-hit rate near 26%.
compound	ERa coact pot	Mac1 fbg inh	ERa coact inh	CYP2C19 activ	HUVEC inhibit	CD11b adhes enh	CYP2C19 inhib	Lung fibro prol	H69AR inhibit
COc1ccc(/C=C2\CCCC3C2=NN(C(=O)c2scnc2C)C3c2ccc(OC)c(OC)c2)cc1OC (stereo not drawn)	nt	11	nt	1	nt	7	-4	nt	nt
Cc1cc(C(F)(F)F)nn1Cc1ccc(C(=O)NCc2ccco2)o1	119	-8	7	0.9	98	0	6	94	97
COc1ccc(C)cc1S(=O)(=O)N(C)CC(=O)N1CCC(C)CC1	86	nt	-11	nt	97	nt	nt	88	94
COCCOCC(O)CN1CCN(c2ccc(C)cc2)CC1 (stereo not drawn)	124	7	1	0.9	94	-2	8	97	98
COC(=O)c1ccc(NS(=O)(=O)c2ccc(SC)cc2)cc1	41	2	24	1.1	121	0	-14	104	96
CNC(=O)COc1ccc(-c2nn(C)c(=O)c3ccccc23)cc1	103	-11	-10	1	94	-5	-2	97	100
O=C(Cc1cccs1)N1CCCC(c2nc3c(nnn3Cc3ccccc3Cl)c(=O)[nH]2)C1 (stereo not drawn)	129	-10	-14	0.3	86	6	66*	109	82
CCCCCn1c(CN2CCN(C)CC2)nc2c1c(=O)n(C)c(=O)n2C	116	1	-9	1.2	91	-2	-17	101	94
Cc1ccc(NC2c3ncccc3C(=O)N2c2ccccc2C)cc1C (stereo not drawn)	543*[fluorescence artefact?]	-12	-45[fluorescence artefact?]	0.7	82	12	28	96	100
CC(=O)NC(Cc1ccccc1)C(=O)NC1CCN(C(=O)NC2CCCCC2)CC1 (stereo not drawn)	121	-4	5	1.1	108	-2	-8	105	96
CC(C)c1c(O)nc(SCC(=O)N2CCOCC2)[nH]c1=O	78	-48	9	1	95	-1	-3	106	96
O=C(NCC1CCCO1)c1coc2nc3ccccc3nc12 (stereo not drawn)	nt	0	nt	0.9	nt	-2	9	nt	nt
COc1ccc(CC(=O)NC2CCN(CC(=O)Nc3ccc4c(c3)OCCO4)CC2)cc1OC	139	-2	-1	0.9	99	3	5	101	83
CC1(C(=O)NC2CCCCCCC2)CCC(=O)N1CCN1CCOCC1 (stereo not drawn)	101	-4	-4	1	89	3	0	nt	100
CCOC(=O)c1cnc2c(C)cccc2c1NCCc1ccc(OC)c(OC)c1	nt	4	nt	0	nt	-2	97*	nt	nt
Cc1cc(C(=O)OCC(=O)Nc2ccc(F)cc2F)c(C)o1	100	-7	-7	0.4	104	-2	56*	98	108
O=C1C=C(c2ccccc2)C[C@H](c2cccs2)[C@H]1n1cnc([N+](=O)[O-])c1	115	nt	3	nt	93	nt	nt	100	67
CC(=O)Nc1ccc(-c2nnc(SCC(=O)Nc3ccc4c(c3)oc3ccccc34)n2C)cc1	103	nt	43	0.5	97	nt	47	89	70
O=C(c1cccs1)N1CCN(Cc2ccncc2)CC1	97	-9	-9	0.1	95	0	88*	96	91
COc1ccccc1C(=O)Nc1ccc(N2CCN(Cc3ccccc3)CC2)cc1	106	2	-5	0.9	82	0	7	102	86
CC(C)CSc1nnc2c(n1)[nH]c1ccccc12	178	29	48[fluorescence artefact?]	0.9	91	19	14	92	90
CC1c2[nH]c3ccccc3c2CCN1S(C)(=O)=O (stereo not drawn)	124	-3	-5[fluorescence artefact?]	0	97	-2	98*	98	93
CCOc1ccccc1N(CC(=O)Nc1ccc2c(c1)OCO2)S(C)(=O)=O	95	-2	-27	0.9	94	0	12	101	94
CCOC(=O)c1oc2nc(C(C)C)c3c(c2c1N)CCC3	112	2	-3	0.6	89	-2	38	96	96
C/C(=C\C(=O)Nc1nccs1)c1ccccc1	129	-6	-19	0.6	88	13	39	88	90
Cc1nc2nc(-c3ccccc3)cc(=O)n2[nH]1	113	-14	0[fluorescence artefact?]	0.6	83	5	39	92	82
COc1ccc(C(O)Cc2nc3ccccc3n2C)cc1OC (stereo not drawn)	117	nt	-15	nt	92	nt	nt	102	88
COc1cc(C2CC(=O)N3CN(c4ccccc4C)CSC3=C2C#N)cc(OC)c1OC (stereo not drawn)	253*[fluorescence artefact?]	11	9	0.6	88	59	37	nt	88
CCOC1(C(F)(F)F)NC(=O)N(Cc2ccc(OC)cc2)C1=O (stereo not drawn)	119	-2	-3	0.6	87	-6	38	88	97
COc1cccc(C2C(C(=O)c3sc(C)nc3C)=C(O)C(=O)N2CCN2CCOCC2)c1 (stereo not drawn)	101[fluorescence artefact?]	1	-12	0.8	97	7	17	104	103
CC(NC(=O)C1C2C=CC(C2)C1C(=O)O)c1ccccc1 (stereo not drawn)	131	8	-5	1.1	97	-2	-12	101	84
Fc1ccc(C2C3=C(Nc4ncnn42)c2ccccc2OC3c2ccncc2)cc1 (stereo not drawn)	84	-3	0	0.1	82	-1	93*	84	81
COC(=O)[C@H](CC(C)C)NC(=O)NC1CCCCC1C (stereo partly drawn)	94	2	-7	0.7	89	-6	25	88	75
CSCC[C@H](NC(=O)CCNC(C)=O)c1nc2ccccc2[nH]1	91	-2	3	1	92	2	-2	96	93
Cc1cccc2cc(C#N)c(SCCN3CCCCC3)nc12	62	nt	10	nt	74	nt	nt	80	54
O=C1Nc2ccccc2C12OC1CCCCC1O2 (stereo not drawn)	106[fluorescence artefact?]	7	-1	1.1	74	6	-14	85	62
CCOC(=O)N1CCC(Nc2c(NCCCN3CCN(c4ccc(OC)cc4)CC3)c(=O)c2=O)CC1	106	nt	-14[fluorescence artefact?]	nt	99	nt	nt	105	100
Cc1cccc(NC(=O)c2c(C)cc(=O)oc2C)n1	113	-21	2[fluorescence artefact?]	0.9	102	0	6	102	93
COC(=O)C(NC=O)C(O)(Cc1ccccc1)C(F)(F)F (stereo not drawn)	123	-3	-17	0.4	83	4	57*	88	71
COC(=O)c1ccc(OC(=O)C2CC(=O)N(c3cccc(C)c3)C2)cc1 (stereo not drawn)	102	-10	-22	1	90	4	5	99	91
C/C(=N\N=C(/N)SC1CC(=O)N(c2ccccc2)C1=O)c1cccs1 (stereo not drawn)	nt	-8	nt	0.7	nt	-6	29	nt	nt
COC(=O)C1(C)NC(c2ccco2)C2C(=O)N(c3ccc(C)cc3)C(=O)C21 (stereo not drawn)	91	-12	-2	1	101	2	1	98	69
Cc1cc(C)nc(Nc2ccc(N3CCOCC3)cc2)n1	nt	5	nt	1	nt	0	-4	nt	nt
CC1CCN(C(=O)C2CCN(S(=O)(=O)c3cnc[nH]3)CC2)CC1	104	9	-11	1.1	100	3	-6	101	102
O=C(Nc1ccc(N2CCCCC2)cc1)c1ccc2c(c1)OCCO2	100	7	-5	0.5	83	1	50	77	94
Cc1sc2nc(SCC(=O)NCCO)n(C)c(=O)c2c1C	148	-3	0	1	89	-2	2	90	92
CC1CCCN(CCC(=O)Nc2ccc3c(c2)CCC3)C1 (stereo not drawn)	102	nt	-7	nt	84	nt	nt	116	102
O=C(CC1Oc2ccccc2NC1=O)NC1CC1 (stereo not drawn)	92	-2	14	0.9	105	10	14	93	102
CC(Oc1ccccc1)C(=O)Nc1cccc(F)c1 (stereo not drawn)	96	-8	-1	0.6	104	-4	38	103	95
CC1(C)NC(C)(C)c2nonc2/C1=N\O	113	0	-1	1	95	2	-2	105	92

# The closing 4 entries of the part before lead into the next:
compound	ERa coact pot	Mac1 fbg inh	ERa coact inh	CYP2C19 activ	HUVEC inhibit	CD11b adhes enh	CYP2C19 inhib	Lung fibro prol	H69AR inhibit
CC1CCCN(CCC(=O)Nc2ccc3c(c2)CCC3)C1 (stereo not drawn)	102	nt	-7	nt	84	nt	nt	116	102
O=C(CC1Oc2ccccc2NC1=O)NC1CC1 (stereo not drawn)	92	-2	14	0.9	105	10	14	93	102
CC(Oc1ccccc1)C(=O)Nc1cccc(F)c1 (stereo not drawn)	96	-8	-1	0.6	104	-4	38	103	95
CC1(C)NC(C)(C)c2nonc2/C1=N\O	113	0	-1	1	95	2	-2	105	92
Nc1nonc1-n1nnc(C(=O)c2ccccc2)c1-c1ccccc1	113	-26	-4	0	95	3	98*	92	85
CSC1=C(C#N)C(c2ccccc2Cl)C(C(C)=O)=C(C)N1 (stereo not drawn)	109	nt	-10	nt	88	nt	nt	99	90
Cc1c(C(=S)Nc2ccccc2)cnn1-c1ccccc1	nt	-9	nt	0.6	nt	-3	35	nt	nt
CC(C)NC(=O)C1CCCN(S(=O)(=O)c2ccc(-n3cnnn3)cc2)C1 (stereo not drawn)	nt	-16	nt	0.9	nt	2	13	nt	nt
CCCCSCCCNC(=O)CS(=O)Cc1nc(-c2cccc(C)c2)oc1C (stereo not drawn)	132	8	-17	0.2	89	-3	85*	94	96
CC(C)N(Cc1nc(-c2ccccc2)no1)C(=O)Cc1ccccc1	170	10	-6	0.1	120	-2	89*	92	96
Cc1ccccc1-n1c(Cn2c(=O)sc3ccccc32)nnc1SCC(=O)NCC1CCCO1 (stereo not drawn)	89	-5	12	0.9	95	3	15	88	95
COc1ccc(CNC(=O)CSc2nnc(Cn3nnc4ccccc43)n2C)cc1	114	-2	0	0.8	96	-6	18	101	119
COC(=O)C(Cc1ccccc1)NC(=O)CSc1nc(N)cc(=O)[nH]1 (stereo not drawn)	99	-2	2[fluorescence artefact?]	1	96	-2	1	99	82
Cc1ccc(C)c(Cn2c(CO)nc3ccccc32)c1	99	3	-2	0.6	100	-3	36	92	73
Cc1ncc(CO)c2cc(C(N)=O)c(=Nc3ccccc3)oc12	114	-15	22[fluorescence artefact?]	1.1	89	3	-5	106	63
Cc1cc(C)cc(N2CC(C(=O)O)CC2=O)c1 (stereo not drawn)	111	-3	-7	1	105	1	-1	98	95
Cn1nnnc1SCC(=O)Nc1ccccc1Cc1ccccc1	116	31	-3	0.4	103	-2	55*	nt	98
O=C(CNCC1CCCO1)Nc1ccccc1N1CCCCCC1 (stereo not drawn)	123	nt	-2	0.7	95	nt	32	98	82
Cc1ccc(-n2c(C)cc(C(=O)COC(=O)C3=NNC(=O)CC3)c2C)cc1	nt	5	nt	0.4	nt	-3	62*	nt	nt
COc1ccc(Cn2nnnc2CN2CCOCC2)cc1	111	nt	3	nt	103	nt	nt	99	92
N#C/C(=C(/O)COC(=O)CCCNC(=O)c1ccc(Cl)cc1)c1nc2ccccc2[nH]1	66[fluorescence artefact?]	-13	52*[fluorescence artefact?]	0.5	84	6	52*	nt	72
COc1ccc(OC)c(N/C=C2/CCCCC2=O)c1	108	-8	-8[fluorescence artefact?]	0.7	98	3	31	96	91
Cc1nnc(SCCn2c(N(C)Cc3ccccc3)nc3c2c(=O)n(C)c(=O)n3C)s1	112[fluorescence artefact?]	nt	-19	nt	89	nt	nt	97	64
O=C(Nc1ccccc1)C1=C(O)CC(c2ccco2)CC1=Nc1ccccc1 (stereo not drawn)	86	nt	12	0.9	88	nt	6	84	76
Cc1ccc(S(=O)(=O)N2CCN(C(=O)N(C)C)CC2)cc1C	102	-12	11	0.4	105	5	56*	100	95

# Screening results deposited in PubChem by several laboratories.
